# TRPC6 inh: inhibitors of mouse TRPC6 channel. HEK293-TRPC6, membrane potential dye, ACh-evoked depolarization; stronger effect = lower value. B-score at 10 µM. 1.1% of 310,000 active. AID 2553;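 active = B-score under library mean minus 3 SD, initial fluorescence not abnormally high, positive integrated signal ratio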;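 also: B-score derived from integrated fluorescence ratio over the kinetic read; more negative B-score means stronger inhibition of depolarization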
# Target sequence (Q61143 whole entry, looked up): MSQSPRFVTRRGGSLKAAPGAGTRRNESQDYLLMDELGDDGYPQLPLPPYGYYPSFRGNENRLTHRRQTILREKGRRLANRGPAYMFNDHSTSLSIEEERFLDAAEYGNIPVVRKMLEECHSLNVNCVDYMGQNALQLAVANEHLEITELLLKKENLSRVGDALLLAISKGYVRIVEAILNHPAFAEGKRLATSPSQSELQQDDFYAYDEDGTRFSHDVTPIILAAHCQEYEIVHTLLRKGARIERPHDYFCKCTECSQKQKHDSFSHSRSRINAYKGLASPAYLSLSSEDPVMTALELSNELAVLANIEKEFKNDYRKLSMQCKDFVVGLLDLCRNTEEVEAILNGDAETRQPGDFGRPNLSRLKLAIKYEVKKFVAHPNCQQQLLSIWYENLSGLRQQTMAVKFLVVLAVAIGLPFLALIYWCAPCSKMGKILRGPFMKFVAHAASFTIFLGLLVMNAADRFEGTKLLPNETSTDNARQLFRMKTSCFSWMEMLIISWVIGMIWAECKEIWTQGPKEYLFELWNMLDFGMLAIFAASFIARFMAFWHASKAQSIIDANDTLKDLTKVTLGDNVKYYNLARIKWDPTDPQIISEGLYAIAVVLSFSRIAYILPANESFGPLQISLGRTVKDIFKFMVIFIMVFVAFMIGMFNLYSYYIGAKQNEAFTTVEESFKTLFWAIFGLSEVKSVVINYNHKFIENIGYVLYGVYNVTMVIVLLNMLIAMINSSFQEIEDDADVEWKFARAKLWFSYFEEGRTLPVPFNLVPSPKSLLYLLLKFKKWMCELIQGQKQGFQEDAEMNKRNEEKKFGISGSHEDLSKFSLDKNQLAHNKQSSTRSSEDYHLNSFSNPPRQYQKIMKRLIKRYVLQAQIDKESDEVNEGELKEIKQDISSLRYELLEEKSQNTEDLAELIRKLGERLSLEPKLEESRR
# TMEM16A inh: mouse TMEM16A channel inhibition, primary screen | Q8BHY3 | HEK293 TMEM16A/YFP iodide influx fluorescence, ionomycin | normalized B-score (activity score, 25-100; higher = stronger inhibition) at 10 µM | 1.2% of 310,000 active | AID 588511;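 active = ratio plate-corrected score three or more library SD toward inhibition, starting fluorescence score within five deviations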;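 also: score derived from kinetic fluorescence span divided by baseline fluorescence per well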
# RGS4 inh: human RGS4 inhibition. 0.45% of 310,000 active. HEK293 M3R/RGS4 inducible, Fluo-4 calcium flux; stronger effect = higher value; triggered by carbachol at its EC20. B-score at 10 µM. AID 463165;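 active = B-score, a plate-corrected calcium signal, over three deviations above library mean, with baseline fluorescence within five deviations of library mean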;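 also: RGS4 expression induced by doxycycline in cells with stable M3 receptor; B-score is computed from the integrated fluorescence ratio over baseline after carbachol; higher B-score means a larger calcium signal and so more RGS4 inhibition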
# Target sequence (P49798 whole entry, looked up): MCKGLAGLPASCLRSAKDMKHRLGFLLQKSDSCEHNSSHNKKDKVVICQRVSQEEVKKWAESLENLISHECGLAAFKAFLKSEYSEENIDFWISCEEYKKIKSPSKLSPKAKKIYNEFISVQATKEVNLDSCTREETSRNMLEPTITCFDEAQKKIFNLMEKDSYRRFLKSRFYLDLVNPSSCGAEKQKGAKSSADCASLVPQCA
# MrgX1 PAM: allosterically activates human MrgX1 receptor signaling; Q96LB2; MrgX1-HEK293, Fluo-4 calcium flux, FDSS; stronger effect = higher value; B-score at 10 µM; 0.63% of 310,000 active; AID 588675;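 active = plate-corrected calcium response at least 3 library SD above typical, normal starting fluorescence, not activating the receptor alone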;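 also: compound read alongside a low EC10 to EC30 dose of BAM8-22 agonist; peak minus trough fluorescence over baseline measured at the second addition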
# TRPC4 inh: blocks the mouse TRPC4 cation channel; Q9QUQ5; HEK293 TRPC4beta/mu-opioid, DAMGO-evoked Fluo4 calcium flux; stronger effect = lower value; B-score at 10 µM; 0.39% of 300,000 active; AID 2247;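 active = B-score over 3 SD under the library average, no early fluorescence shift, positive overall ratio signal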
#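 Signal: kinetic Fluo4 fluorescence imaging of calcium influx. Material: stable TRPC4beta/mu-opioid receptor HEK293 cells. Probe or stimulus: DAMGO in two steps, submaximal then maximal.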
# MrgX1 antag: blocks BAM8-22 activation of human MrgX1 receptor; MRGX1-HEK293 calcium flux, Fluo-4, BAM8-22 antagonism; stronger effect = lower value; B-score at 10 µM; 1.3% of 310,000 active; Q96LB2;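 active = calcium-response B-score plate-corrected more than 3 library SD below zero, starting fluorescence within 5 deviations, no agonist response on first addition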;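 also: peak minus trough fluorescence over baseline after final BAM8-22 challenge near maximal dose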
# TMEM16A act: activates or potentiates the mouse TMEM16A chloride channel. Q8BHY3. HEK293 TMEM16A/YFP-H148Q/I152L, iodide quench fluorescence; stronger effect = lower value. B-score at 10 µM. 0.3% of 340,000 active;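 active = fluorescence-ratio B-score plate-corrected deviation score at least 3 library SD below zero, with starting fluorescence score within 5 deviations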;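 also: channel opened by trigger with iodide after compound preincubation; score built on the fluorescence ratio of max minus min over baseline; more negative score means more quench and so TMEM16A activation or potentiation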
# MrgX1 ag: human MrgX1 receptor agonism, primary screen | MrgX1-HEK293 cells, Fluo-4 calcium fluorescence, agonist mode; stronger effect = higher value | B-score at 10 µM | 0.44% of 310,000 active;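 active = calcium response B-score plate-corrected fluorescence ratio at least 3 library SD, with starting fluorescence B-score inside 5 SD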
#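 Assay system: stable human MrgX1 HEK293 cell line. Quantity: 15,000 cells per well. Schedule: cells plated overnight, dye loaded 0.5 h 37 °C, 0.5 h room temperature. Detection: Fluo-4 NW calcium-flux fluorescence, kinetic read. Read-out basis: peak-minus-minimum fluorescence over baseline, converted to B scores. Control set: positive and negative control wells on each plate.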
# TRPC4 act: activators of mouse TRPC4 channel | Q9QUQ5 | HEK293 TRPC4beta/mu-opioid, Fluo4 calcium fluorescence; stronger effect = higher value | B-score at 10 µM | 0.49% of 310,000 active;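 active = B-score above 5 SD of library B-scores, and initial fluorescence ratio not above library mean plus 5 SD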;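 also: positive B-score marks a calcium rise read as TRPC4 activation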
#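 Material: TRPC4beta and mu-opioid receptor HEK293 stable cells | Incubation: 45 min room-temperature Fluo4 loading, 110 s read | Detection: Kinetic Fluo4 calcium fluorescence | Measure: Integrated baseline-normalised fluorescence ratio, converted to per-well B score | Benchmarks: Low control buffer alone, high control maximal DAMGO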
# TRPC4 PAM: allosterically enhances the mouse TRPC4 cation channel | Q9QUQ5 | HEK293 TRPC4beta/mu-opioid, DAMGO EC20, Fluo-4 Ca2+ flux; stronger effect = higher value | B-score at 10 µM | 0.42% of 310,000 active;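 active = B-score of calcium response area above 5 SD of library B-scores, with initial fluorescence ratio within 5 SD of library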;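 also: B-score of integrated fluorescence ratio over time as area under calcium response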
# TRPC6 activator: activates the mouse TRPC6 cation channel; Q61143; 0.13% of 310,000 active; HEK293-TRPC6 membrane potential dye fluorescence; stronger effect = higher value; B-score at 10 µM;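 active = B-score of the integrated fluorescence ratio above library mean plus 3 SD, and starting fluorescence ratio within library mean plus 5 SD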;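 also: higher score means more depolarization so channel activation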
# * = called active by the depositor; i = inactive; / = not tested or not shown. Not a hit list (roughly 5.8% active in at least one column).
mol | TRPC6 inh | TMEM16A inh | RGS4 inh | MrgX1 PAM | TRPC4 inh | MrgX1 antag | TMEM16A act | MrgX1 ag | TRPC4 act | TRPC4 PAM | TRPC6 activator
CC1C(=O)N2CCCc3cc(NS(C)(=O)=O)cc1c32 (stereo not given) | i | i | i | i | i | i | i | i | i | i | i
COc1ccc(C2=NOC(C(=O)Nc3ccc(C(C)=O)cc3)C2)cc1OC (stereo not given) | i | i | i | i | i | i | i | i | i | i | i
Cc1cc(C)c(C(N)=O)c(Nc2cccc(Cl)c2C)n1 | i | i | i | i | i | i | i | i | i | i | i
COc1ccc(NC(=O)C(=O)NNC(=O)c2cccs2)cc1 | i | i | i | i | i | i | i | i | i | i | i
COc1ccc(-c2nc(N)n[nH]2)cc1 | i | i | i | i | i | i | i | i | i | i | i
CC1CCCC(C)N1CCCNC(=O)C(=O)Nc1ccc2nc3n(c(=O)c2c1)CCCCC3 (stereo not given) | i | i | i | i | i | i | i | i | i | i | i
CN(C)CCCNC(=O)c1ccc(CN(c2ccccc2)S(C)(=O)=O)cc1 | i | i | i | i | i | i | i | i | i | i | i
CN(CC(=O)NNC(=O)CNC(=O)c1ccccc1Cl)S(=O)(=O)c1ccc(Cl)cc1 | i | i | i | i | i | i | i | i | i | i | i
O=C(Nc1ccccc1C(F)(F)F)c1cc(-c2ccco2)on1 | i | i | i | i | i | i | i | i | i | i | i
Cn1c(/C=N/NC(=O)c2ccccc2Br)nc2ccccc21 | i | i | i | i | i | i | i | i | i | i | i
Cc1ccccc1OCCCC(=O)NCc1ccco1 | i | i | i | i | i | i | i | i | i | i | i
COC(=O)C1(C(F)(F)F)C2C=CC(C2)N1S(=O)(=O)c1ccc(C)cc1 (stereo not given) | i | i | i | i | i | i | i | i | i | i | i
CCOc1ccccc1N1CCN(C(=O)C(Sc2ccccc2)c2ccccc2)CC1 (stereo not given) | i | i | i | i | i | i | i | i | i | i | i
COc1ccc(NC(=O)N2CCC(c3nc(-c4cccs4)no3)CC2)cc1 | i | i | i | i | i | i | i | i | i | i | i
COc1ccccc1OCC(=O)NNC(=O)c1cnccn1 | i | i | i | i | i | i | i | i | i | i | i
COc1ccc(S(=O)(=O)N2CCCC(C(=O)NCCC3=CCCCC3)C2)cc1 (stereo not given) | i | i | i | i | i | i | i | i | i | i | i
Cc1ccc(C(=O)Nc2nnc(S(=O)(=O)N3CCC(C)CC3)s2)cc1 | i | i | i | i | i | -6.36* | i | i | i | i | i
CN1CCN(S(=O)(=O)c2cc([N+](=O)[O-])ccc2N/N=C/c2ccc(Cl)cc2)CC1 | i | i | i | i | i | i | i | i | i | i | i
COc1ccccc1N(O)C1CC(=O)N(c2ccc(F)cc2)C1=O (stereo not given) | i | i | i | i | i | i | i | i | i | i | i
NC(=O)CCc1c[nH]c2ccccc12 | i | i | i | i | i | i | i | i | i | i | i
COc1ccc(OC)c(N(CC(=O)NCCSCc2ccco2)S(=O)(=O)c2ccc(OC)c(OC)c2)c1 | i | i | i | i | i | i | i | i | i | i | i
O=C(O)c1ccc(COc2ccc(CO)cc2Cl)cc1 | i | i | i | i | i | i | i | i | i | i | i
N#C/C(=N/Nc1ccc([N+](=O)[O-])cc1)C(=N)N1CCCCC1 | i | / | i | / | i | / | i | / | i | i | i
COc1ccccc1N1CCN(C(=O)c2cc3c(s2)-c2ccccc2OC3)CC1 | i | i | i | i | i | i | i | i | i | i | i
CCOc1ccc(CN(C)C(=O)CNC(=O)c2cc(OC)c(OC)c(OC)c2)cc1 | i | i | i | i | i | i | i | i | i | i | i

# Next part
mol | TRPC6 inh | TMEM16A inh | RGS4 inh | MrgX1 PAM | TRPC4 inh | MrgX1 antag | TMEM16A act | MrgX1 ag | TRPC4 act | TRPC4 PAM | TRPC6 activator
Cc1ccc(/C=N/Nc2nc3ccccc3[nH]2)s1 | i | i | i | i | i | i | i | i | i | i | i
CCOC(=O)N1CCN(c2c(NCCN(C)Cc3ccccc3)c(=O)c2=O)CC1 | / | i | / | i | / | i | i | i | / | / | /
CCc1nc(-c2cc3ccc(C)cc3[nH]c2=O)no1 | i | i | i | i | i | i | i | i | i | i | i
Oc1c(C(c2ccc(F)cc2)N2CCc3ccccc3C2)sc2ncnn12 (stereo not given) | i | i | i | i | i | i | i | i | i | i | i
COCCNC(=S)Nc1cc2oc3ccccc3c2cc1OC | i | i | i | i | i | i | i | i | i | i | i
CCCCS(=O)(=O)/C=C/[C@H]1[C@H](S(=O)(=O)CCCC)[C@H]2C=C[C@@H]1C2 | i | i | i | i | i | i | i | i | i | i | i
NC(=O)C1CCCN(C(=O)c2ccc3nc(Cc4cccc(Cl)c4)oc3c2)C1 (stereo not given) | i | i | i | i | i | i | i | i | i | i | i
Cn1ncc(Cl)c1C(=O)N/N=C/c1cccc(OC2CSC2)c1 | i | i | i | i | i | i | i | i | i | i | i
COc1ccc(S(=O)(=O)NNC(=O)c2cc3c4ccccc4n(C)c3s2)cc1 | i | i | i | i | i | i | i | i | i | i | i
COCc1nnc(NC(=O)CCCOc2ccccc2)s1 | i | i | i | i | i | i | i | i | i | i | i
CC(=O)Oc1cccc(NC(=O)c2cccc(C(=O)Nc3cccc(OC(C)=O)c3)c2)c1 | i | i | i | i | i | i | i | i | i | i | i
CC(OC(=O)CCN=C1NS(=O)(=O)c2ccccc21)C(=O)Nc1ccc(F)cc1 (stereo not given) | i | i | i | i | i | i | i | i | i | i | i
CN(C)c1nnnn1-c1ccc(Cl)cc1 | i | i | i | i | i | i | i | i | i | i | i
Cc1ccc(C2=NN(S(=O)(=O)c3ccccc3)C(c3ccccc3O)C2)cc1 (stereo not given) | i | / | i | / | i | / | i | / | i | 13* | i
CC1(C)C[C@@H](O)CC2(C1)C[C@]1(C)CC(O)[C@H]2C(C)(C)C1 (stereo not given in full) | i | i | i | i | i | i | i | i | i | i | i
O=C(N/N=C/C(Cl)=C\c1ccccc1)c1cnccn1 | i | i | i | i | i | i | i | i | i | i | i
C=CCc1c(Cl)nc(C)nc1NCc1ccccc1 | i | i | i | i | i | i | i | i | i | i | i
CC1=NN(C(=S)Nc2ccccc2)C(c2ccccc2)C1 (stereo not given) | i | i | i | i | i | i | i | i | i | i | i
COc1ccc(Br)cc1CN(C)CC(=O)Nc1cc(Cl)ccc1Cl | i | i | i | i | i | i | i | i | i | i | i
Fc1ccc(/C=N/n2c(C3CCCCC3)n[nH]c2=S)cc1 | i | i | i | i | i | i | i | i | i | i | i
CCOCCCNC(=O)C1(O)c2cc(Br)ccc2NC(=O)N1c1ccc(CC)cc1 (stereo not given) | i | i | i | i | i | i | i | i | i | i | i
Cc1ccc2nc(-c3ccc(NS(C)(=O)=O)cc3)cc(-c3ccccc3)c2c1 | i | i | i | i | i | i | i | i | i | i | i
COc1ccc(-c2csc(/C(C#N)=C\c3cccc([N+](=O)[O-])c3)n2)cc1 | i | i | i | i | i | i | / | i | i | i | i
Cc1ccc(NC(=O)c2ccc(=O)n(CC(=O)Nc3c(C)cc(C)cc3C)n2)cc1 | i | i | i | i | i | i | i | i | i | i | i
CCOc1ccc(CCNC(=O)Cn2ncn3nc(-c4ccc(OC)cc4)cc3c2=O)cc1 | i | i | i | i | i | i | i | i | i | i | i

# More results:
mol | TRPC6 inh | TMEM16A inh | RGS4 inh | MrgX1 PAM | TRPC4 inh | MrgX1 antag | TMEM16A act | MrgX1 ag | TRPC4 act | TRPC4 PAM | TRPC6 activator
CCn1cnc2cc(NCc3ccc(OC)cc3)ccc21 | i | i | i | i | i | i | i | i | i | i | i
CN1C/C(=C/c2ccncc2)C(=O)/C(=C/c2ccncc2)C1 | i | i | 20.6* | i | i | i | i | i | i | i | i
COc1ccccc1NC(=O)Nc1nnc(C(C)c2ccccc2)s1 (stereo not given) | i | i | i | i | i | i | i | i | i | i | i
O=C(Nc1ccc(-c2cnco2)cc1)c1ccc(Cl)cc1 | i | i | i | i | i | i | i | i | i | i | i
c1ccc(-c2cn(C[C@H]3CC[C@H](Cn4cc(-c5ccccn5)nn4)O3)nn2)nc1 | i | i | i | i | i | i | i | i | i | i | i
Cc1cc(Cl)ccc1NC(=S)NCc1ccc(F)cc1 | i | i | i | i | i | i | i | i | i | i | i
Cc1ccc(S(=O)(=O)N2CCN(C(=O)CC3CCCC3)CC2)cc1 | i | i | i | i | i | i | i | i | i | i | i
CCCCCCOC1(c2ccccc2)OC(=O)c2ccccc21 (stereo not given) | i | 25* | i | i | i | i | i | i | i | i | i
C=CCc1c(N(CC)CC)nc(C)[nH]c1=O | i | i | i | i | i | i | i | i | i | i | i
Cc1ccc(NC(=O)C(CC(C)C)NC(N)=O)cc1Cl (stereo not given) | i | i | i | i | i | i | i | i | i | i | i
COc1cc(C=O)ccc1OCc1ccncc1 | i | i | i | i | i | i | i | i | i | i | i
Cc1ccc(C)c(NC(=S)NNC(=O)c2csc3c2CCC(C)C3)c1 (stereo not given) | i | i | i | i | i | i | i | i | i | i | i
Cc1[nH]nc2c1C1(C(=O)Nc3ccc([N+](=O)[O-])cc31)C(C#N)=C(N)O2 (stereo not given) | i | i | i | i | i | i | i | i | i | i | i
O=C(CN1CCN(c2ccccc2F)CC1)NC(=O)NCc1ccccc1 | -5.14* | i | i | i | i | i | i | i | i | i | i
CCOCCN1CCN(c2c(C)c(C)nc3cc(-c4cc(OC)cc(OC)c4)nn23)CC1 | i | i | i | i | i | i | i | i | i | i | i
CN(C#N)c1nccc(-c2cccs2)n1 | i | i | i | i | i | i | i | i | i | i | i
Cc1[nH]nc2c1C(c1ccoc1)C(C#N)=C(N)O2 (stereo not given) | i | i | i | i | i | i | i | i | i | i | i
C=CCNC(=O)COC(=O)c1ccc(Sc2nncn2C)c([N+](=O)[O-])c1 | i | i | i | i | i | -5.17* | i | i | i | i | i
CCOc1ccc(CCNC(=O)CS(=O)Cc2nc(-c3ccc(OC)c(OC)c3)oc2C)cc1OCC (stereo not given) | i | i | i | i | i | i | i | i | i | i | i

# Screening data deposited in PubChem by Johns Hopkins Ion Channel Center.
